# High-throughput results: PubChem BioAssay, several laboratories
# JMJD2C inh: inhibitors of human GASC-1 (JMJD2C) demethylase | inhibition, % at 2.35 µM | Q9H3R0 | GST-JMJD2C(1-420) H3K9me3 demethylation, DELFIA europium | 330,000 compounds, 0.069% hits | AID 2099;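 active means more than half of a compound's replicate wells show inhibition beyond 50%, single wells judged on their own value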;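 further: signal counts dimethyl H3K9 product captured on neutravidin plate; 0% = median of DMSO wells and 100% = 0.3 times that DMSO median; strong numbers were not always called active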
# Target sequence (Q9H3R0 1-420 limits assumed): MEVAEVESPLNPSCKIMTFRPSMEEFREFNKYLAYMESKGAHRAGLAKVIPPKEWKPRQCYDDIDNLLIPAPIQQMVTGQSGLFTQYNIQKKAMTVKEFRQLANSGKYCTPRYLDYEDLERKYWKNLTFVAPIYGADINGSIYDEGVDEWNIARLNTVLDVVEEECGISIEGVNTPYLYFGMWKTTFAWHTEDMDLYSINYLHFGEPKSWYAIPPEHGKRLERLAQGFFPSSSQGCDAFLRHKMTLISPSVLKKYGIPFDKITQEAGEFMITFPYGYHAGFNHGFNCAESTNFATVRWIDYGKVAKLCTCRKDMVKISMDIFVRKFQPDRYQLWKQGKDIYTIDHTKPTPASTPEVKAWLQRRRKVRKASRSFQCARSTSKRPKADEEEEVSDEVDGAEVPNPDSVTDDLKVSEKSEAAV
# RPL19A-GFP yeast: modulators of TOR pathway RPL19A-GFP in S. cerevisiae | S. cerevisiae RPL19A-GFP strain, flow cytometry, 3 h; hits give low values | 330,000 compounds, 0.3% hits | percent response vs DMSO, % at 10 µM;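 active means percent response vs DMSO below 50%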;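 further: median channel GFP fluorescence of the barcoded RPL19A-GFP strain; ratio of sample median GFP to plate DMSO average so 100% = DMSO; lower means less RPL19A-GFP as with rapamycin TOR inhibition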
# MEP2 TOR yeast: yeast TOR pathway MEP2-GFP modulation. S. cerevisiae MEP2-GFP strain, flow cytometry GFP, 3 h; 100% = DMSO control level. GFP response vs DMSO, % at 10 µM. 330,000 compounds, 0.51% hits. AID 2016;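 active means GFP response versus DMSO above a set limit, roughly screen mean plus 3 SD, cut at about 180% in these data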;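 further: median GFP fluorescence of the barcode-gated MEP2-GFP cells per well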
# LAP4 TOR yeast: modulators of TOR pathway LAP4-GFP in S. cerevisiae. S. cerevisiae LAP4-GFP multiplex, flow cytometry GFP, 3 h; median GFP as percent of DMSO wells. GFP response vs DMSO, % at 10 µM. 320,000 compounds, 0.34% hits;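 active means GFP response vs DMSO above a set limit, about the screen mean plus 3 SD, cut at about 150% in these data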
# CIT2-GFP yeast: modulators of TOR pathway CIT2-GFP in S. cerevisiae | S. cerevisiae CIT2-GFP strain, flow cytometry, 3 h; 100 means same as DMSO wells | GFP response vs DMSO, % at 10 µM | 320,000 compounds, 0.065% hits;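 active means GFP response relative to DMSO above a set limit, near the screen mean plus 3 SD, cut at about 150% in these data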;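 further: ratio of well median GFP fluorescence to mean of DMSO wells on the plate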
# GRK2 aptamer HTS: blocks RNA aptamer binding to human GRK2 | bead flow cytometry, FAM-aptamer displacement from GRK2 | AID 488847 | 330,000 compounds, 0.59% hits | inhibition of aptamer binding, % at 10 µM;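 active means inhibition of aptamer binding above 40%, roughly 3 SD of noise, on plates passing a quality check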;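 further: median bead fluorescence of bound FAM aptamer so fluorescent compounds give negative values; no value below 0 was filed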
# VLA-4 inh: inhibition in a human VLA-4 binding assay; VLA-4 expressing cells, ligand binding flow cytometry; AID 2557; P13612; inhibition, % (about 7 µM as worked out from the volumes in the protocol); 330,000 compounds, 0.2% hits; in the data active means inhibition above about 50%
# AGP1 TOR yeast: alters AGP1-GFP fluorescence in TOR pathway yeast screen | S. cerevisiae AGP1-GFP multiplex flow cytometry, 3 h; GFP as percent of DMSO wells | GFP response vs DMSO, % at 10 µM | 320,000 compounds, 0.02% hits | AID 2066;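 active means GFP response relative to DMSO above a set limit, near screen average plus 3 SD, cut at about 150% in these data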;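 further: median GFP channel fluorescence of the gated AGP1 strain per well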
# Numbers without * were called inactive; / = not tested or not shown. This is a random part of the collection; 1.7% or so of the library scored in one or more.
item | SMILES | JMJD2C inh | RPL19A-GFP yeast | MEP2 TOR yeast | LAP4 TOR yeast | CIT2-GFP yeast | GRK2 aptamer HTS | VLA-4 inh | AGP1 TOR yeast
1 | COc1ccc(OCC(=O)N2CCN(C(=O)c3ccccc3)CC2)cc1 | -3 | 93 | 90 | 90 | 87 | 2 | 5 | 89
2 | CC(=O)N1CCc2cc(C(=O)CN3CCCCC3)ccc21 | 2 | 102 | 101 | 103 | 104 | 0 | -9 | 101
3 | CC[C@H](C)[C@H](NC(N)=O)C(=O)Nc1ccc(C)cc1 | 2 | 98 | 101 | 102 | 100 | 0 | 7 | 105
4 | COc1ccc(-c2nc(-c3ccc(C(=O)O)cc3)no2)cc1 | 2 | 97 | 97 | 113 | 76 | 0 | -7 | 84
5 | CCOc1ccc(CNC(=O)C(CC)n2nc(C)n3c(cc4occc43)c2=O)cc1OC (stereo not drawn) | 1 | 95 | 100 | 94 | 95 | 0 | 24 | 99
6 | Cc1ccc(S(=O)(=O)NCCC(=O)NCC(c2ccco2)N2CCCCC2)cc1C (stereo not drawn) | 0 | 98 | 96 | 105 | 99 | 2 | 22 | 108
7 | COc1ccccc1N1C(=O)CC(Sc2ncccc2C(=O)O)C1=O (stereo not drawn) | 11 | 105 | 107 | 116 | 108 | 0 | -8 | 108
8 | CCOC(=O)c1cc(CC)sc1NC(=O)C(c1ccccc1)c1ccccc1 | 3 | 103 | 105 | 90 | / | 0 | -13 | 107
9 | Cc1ccc(SCC(=O)OCC(=O)NC2CCCCCCC2)cc1 | 3 | 99 | 99 | 102 | 105 | 0 | 55* | 108
10 | COCCOC(=O)c1[nH]c2c(c1C)C(=O)CC(c1ccc(F)cc1)C2 (stereo not drawn) | 3 | 100 | 104 | 96 | 100 | 0 | -8 | 100
11 | CC(=O)NNC(=O)c1cc2sccc2s1 | -4 | 99 | 103 | 113 | 101 | 1 | 22 | 115
12 | COCc1cc(=O)[nH]c(/N=C(\N)Nc2ccc(Oc3ccccc3)cc2)n1 | 18 | 112 | 108 | 104 | 114 | 0 | 2 | 105
13 | COc1ccc(N/C=C(\C#N)c2ccc(OCCCF)cc2)cc1 | 70 | 92 | 102 | 99 | 107 | 1 | -7 | 88
14 | CN(C)S(=O)(=O)N1CCC(Oc2cccc(C(=O)NCCCC3CCCC3)c2)CC1 | -1 | 100 | 104 | 105 | 111 | 0 | -8 | 106
15 | COc1ccc2cc(CCNS(=O)(=O)c3ccc(NC(C)=O)cc3)c(=O)[nH]c2c1 | -11 | 102 | 102 | 93 | 96 | 4 | 12 | 96
16 | CCc1ccc(-c2nc(NC(=S)NC(=O)c3cccs3)sc2C)cc1 | 2 | 103 | 104 | 105 | 105 | 0 | 3 | 107
17 | O=C(Nc1ccc(N2CCN(Cc3ccccc3)CC2)cc1)c1ccccc1[N+](=O)[O-] | -2 | 104 | 101 | 97 | 103 | 0 | 10 | 96
18 | CCOc1cc(C(C(=O)NCC2CCCO2)N(C(=O)Cn2nnc3ccccc32)c2cccc(OC)c2)ccc1O (stereo not drawn) | 2 | 102 | 101 | 96 | 106 | 0 | 5 | 106
19 | O=C(COC(=O)/C=C/c1ccc(Br)o1)NCCCN1CCCC1=O | -4 | 97 | 105 | 92 | 105 | 5 | 4 | 96
20 | O=C(Nc1ccc2c(c1)OCO2)C1CCN(Cc2cc3c(cc2O)OCO3)CC1 | 3 | 93 | 96 | 95 | 97 | 0 | -2 | 93
21 | Cc1[nH]n(CCC#N)c(=O)c1CC(=O)N1CCN(c2ccccc2)CC1 | 6 | 104 | 117 | 103 | 98 | 0 | 16 | 102
22 | CCOC(=O)C1CCN(C(=O)CCNC(=O)c2cc(OC)c(OC)c(OC)c2)CC1 | 5 | 96 | 101 | 96 | 93 | 0 | 4 | 93
23 | c1ccc(Nc2nnc(-c3cccc4ccccc34)o2)cc1 | -1 | 99 | 100 | 120 | 112 | 0 | -1 | 109
24 | CCn1c2c(c(=N)c3c1CCC3)CCC2 | -6 | 108 | 104 | 92 | 118 | 0 | -2 | 111
25 | COc1cc(/C=C2\SC(=O)NC2=O)ccc1Oc1ccc([N+](=O)[O-])cc1[N+](=O)[O-] | 6 | 103 | 102 | 92 | 102 | 0 | -5 | 100
26 | Oc1ccc(N=Nc2nccs2)c(O)c1 | 9 | 97 | 95 | 113 | 83 | 0 | 1 | 82
27 | C#CCn1c(=NC(=O)c2cc(Cl)sc2Cl)sc2cc(S(N)(=O)=O)ccc21 | -7 | 97 | 89 | 85 | 92 | 3 | 18 | 92
28 | O=C1C=C(N2CCCCCC2)C(=O)N1c1ccc(Cl)cc1 | -6 | 96 | 94 | 93 | 94 | 0 | 7 | 89
29 | CCOC(=O)c1ccc(N=C2S/C(=C\c3cc(C)n(-c4cccnc4)c3C)C(=O)N2C)cc1 | 1 | 96 | 101 | 100 | 97 | 0 | 15 | 96
30 | O=C(Nc1ccccn1)c1ccc(=O)[nH]n1 | 0 | 102 | 102 | 107 | 99 | 2 | 14 | 105
31 | O=C(CCC(=O)Nc1ccccc1Cl)NNC(=O)c1ccccc1[N+](=O)[O-] | 7 | 96 | 89 | 97 | 89 | 5 | 0 | 91
32 | COC(=O)Cc1c(C)c2ccc(OC(=O)c3ccco3)cc2oc1=O | -3 | 101 | 104 | 104 | 107 | 2 | 6 | 94
33 | CSc1nnc(SCC(=O)Nc2ccc3[nH]c(=O)[nH]c3c2)s1 | 0 | 102 | 101 | 109 | 91 | 5 | 5 | 107
34 | O=C(O)c1cccc(-n2cccc2/C=C\[N+](=O)[O-])c1 | 2 | 96 | 98 | 103 | 110 | 18 | -8 | 102
35 | O=C(NC(=S)N1CCCCC1)c1csc([N+](=O)[O-])c1 | 0 | 95 | 98 | 105 | 92 | 1 | 10 | 96
36 | Cc1ccc(C(=O)NNC(=O)C2CCN(Cc3ccc(Cl)c(Cl)c3)CC2)cc1 | -6 | 111 | 109 | 105 | 116 | 0 | 9 | 103
37 | COc1ccc(NS(=O)(=O)c2cccc(C(=O)N3CCN(c4ccccc4O)CC3)c2)cc1 | -1 | 98 | 97 | 94 | 95 | 0 | -10 | 109
38 | O=C(NCC1CCCO1)C(=O)NCC1CCCN1S(=O)(=O)c1ccccc1 (stereo not drawn) | 6 | 92 | 93 | 98 | 82 | 0 | 7 | 101
39 | Cc1cc(C(F)F)n2nc(C(=O)Nc3sc4c(c3C#N)CCC4)nc2n1 | 2 | 100 | 105 | 93 | 89 | 0 | -3 | 88
40 | O/N=C/c1ccc2cccc(OCc3ccccc3)c2n1 | -5 | 103 | 106 | 105 | 98 | 0 | -7 | 93
41 | CCCCc1nc2sc3c(=O)n(N)cnc3c2c2c1CCCC2 | 0 | 100 | 98 | 86 | 98 | 0 | -3 | 89
42 | Cc1ccc(C=NCc2ccncc2)c(O)c1 | -9 | 106 | 107 | 113 | 108 | 0 | 17 | 106
43 | C#CC[N+](C)(C)CCCCCCCCCCCC | 0 | 101 | 101 | 98 | 89 | 0 | 15 | 86
44 | NC(=O)C[n+]1cccc(C(N)=O)c1 | -5 | 103 | 100 | 95 | 101 | 3 | 10 | 95
45 | CCOc1cc(C(=O)NC(C)Cc2cccs2)cc(OCC)c1OCC (stereo not drawn) | 1 | 105 | 98 | 95 | 101 | 0 | 2 | 96
46 | O=C(Nc1ccc(N2CCCCCC2)cc1)c1cccc(S(=O)(=O)N2CCOCC2)c1 | / | 90 | 92 | 95 | 91 | 0 | 7 | 89
47 | O=C(NC1(Cc2ccc(O)cc2)CCCCC1)c1ccccc1 | 2 | 99 | 117 | 90 | 108 | 4 | 4 | 97
48 | CNc1ccc(SC#N)cc1 | 6 | 100 | 120 | 115 | 111 | 1 | -3 | 101
49 | COc1ccc(NC(=O)C(Cc2ccccc2)n2cccc2)cc1OC (stereo not drawn) | 0 | 96 | 101 | 107 | 86 | 1 | 1 | 97
50 | COC(Cn1c(C)c(C(C)=O)c(C(C)=O)c1C)OC | -8 | 88 | 94 | 90 | 92 | 0 | 26 | 88

# With a hit mark in VLA-4 inh, of those listed so far:
item | SMILES | JMJD2C inh | RPL19A-GFP yeast | MEP2 TOR yeast | LAP4 TOR yeast | CIT2-GFP yeast | GRK2 aptamer HTS | VLA-4 inh | AGP1 TOR yeast
9 | Cc1ccc(SCC(=O)OCC(=O)NC2CCCCCCC2)cc1 | 3 | 99 | 99 | 102 | 105 | 0 | 55* | 108

# Additional entries.
item | SMILES | JMJD2C inh | RPL19A-GFP yeast | MEP2 TOR yeast | LAP4 TOR yeast | CIT2-GFP yeast | GRK2 aptamer HTS | VLA-4 inh | AGP1 TOR yeast
51 | O=C(O)CC1=C(Nc2ccccc2)C(=O)N(c2ccccc2)C1c1ccc(F)cc1 (stereo not drawn) | -28 | 101 | 96 | 94 | 93 | 1 | -2 | 93
52 | CCOC(=O)N1CCC(NC(=O)C2=CCN(S(=O)(=O)c3ccc(F)cc3)CC2)CC1 | 5 | 96 | 100 | 86 | 87 | 1 | -6 | 89
53 | Cc1cc2c3c(c1)C1(SCC(=O)N1c1ccc(F)cc1)C(=O)N3C(C)(C)CC2C (stereo not drawn) | -5 | 97 | 98 | 93 | 104 | 3 | 14 | 95
54 | C=CCn1c(SCC(=O)NC2CCCc3ccccc32)nnc1-c1ccncc1 (stereo not drawn) | 4 | 107 | 102 | 86 | 98 | 2 | 7 | 94
55 | COC(=O)c1c(C)[nH]c(O)c1C=Nc1ccc(C#N)cc1 | 4 | 106 | 108 | 95 | 104 | 5 | 13 | 107
56 | COCCNC(=O)c1ccc(CS(=O)(=O)c2c(Cl)cccc2Cl)o1 | 6 | 99 | 105 | 102 | 98 | 0 | -6 | 100

# In the list so far, these have a thiophene ring, fused or not.
item | SMILES | JMJD2C inh | RPL19A-GFP yeast | MEP2 TOR yeast | LAP4 TOR yeast | CIT2-GFP yeast | GRK2 aptamer HTS | VLA-4 inh | AGP1 TOR yeast
8 | CCOC(=O)c1cc(CC)sc1NC(=O)C(c1ccccc1)c1ccccc1 | 3 | 103 | 105 | 90 | / | 0 | -13 | 107
11 | CC(=O)NNC(=O)c1cc2sccc2s1 | -4 | 99 | 103 | 113 | 101 | 1 | 22 | 115
16 | CCc1ccc(-c2nc(NC(=S)NC(=O)c3cccs3)sc2C)cc1 | 2 | 103 | 104 | 105 | 105 | 0 | 3 | 107
27 | C#CCn1c(=NC(=O)c2cc(Cl)sc2Cl)sc2cc(S(N)(=O)=O)ccc21 | -7 | 97 | 89 | 85 | 92 | 3 | 18 | 92
35 | O=C(NC(=S)N1CCCCC1)c1csc([N+](=O)[O-])c1 | 0 | 95 | 98 | 105 | 92 | 1 | 10 | 96
39 | Cc1cc(C(F)F)n2nc(C(=O)Nc3sc4c(c3C#N)CCC4)nc2n1 | 2 | 100 | 105 | 93 | 89 | 0 | -3 | 88
41 | CCCCc1nc2sc3c(=O)n(N)cnc3c2c2c1CCCC2 | 0 | 100 | 98 | 86 | 98 | 0 | -3 | 89
45 | CCOc1cc(C(=O)NC(C)Cc2cccs2)cc(OCC)c1OCC (stereo not drawn) | 1 | 105 | 98 | 95 | 101 | 0 | 2 | 96
